Screens as filed in PubChem.
HTT cytoprotect – qHTS Multiplex Assay to Identify Dual Action Probes in a Cell Model of Huntington: Cytoprotection (ATP); Potency, µM (series often up to 56.4 µM), for the others: cytoprotection (ATP increase), hits mostly activators; PC12 HTT-Q103 induced, cytoprotection, ATP luminescence, 40 h; 0.14% of 230,000 active;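 note: potency is the fitted concentration of half-maximal effect; % of control where 0% means no effect; nearly all actives have a fitted effect of over 45% in size; toxic huntingtin expression switched on by the ecdysone agonist tebufenozide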
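Compounds added alongside 100 nM tebufenozide, which induces toxic Q103 huntingtin exon 1-GFP in stable PC12 cells; surviving cells quantified by luminescent ATP measurement. Medium: phenol red-free DMEM, 5% equine and 5% calf serum.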
KinaseGlo FLuc – Counterscreen for Luciferase (Kinase-Glo TM) Inhibition. Kinase-Glo luciferase, ATP luminescence, 8 min. Potency, µM (titrated, usually from 38.3 µM), for the others: at the top dose activity change, negative = inhibition, hits mostly inhibitors. 0.28% of 200,000 active. AID 1379, 2008; note: potency is the fitted concentration of half-maximal effect; % is set by controls: 0 for no effect and ±100 for the full control effect; nearly all actives have a fitted effect of over 60% in size
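Compound is pinned into ATP-containing buffer (10 uM ATP, imidazole pH 7.2, 7 mM MgCl2). Kinase-Glo luciferase reagent is then added. Light output is recorded following an 8-min room-temperature incubation.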
IMPase Li inh – qHTS Assay for Identifying the Cell-Membrane Permeable IMPase Inhibitors: Potentiation with Lithium; CHO-M1 cells, IP1 TR-FRET (IP-One), carbachol + lithium; Potency, µM (doses to about 59.4 µM), inactives show at the top dose activity, negative = IMPase inhibition, usual class: inhibitors; 0.35% of 210,000 active;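 note: IP1 builds up when IMPase is blocked and the TR-FRET signal falls; potency is the fitted concentration of half-maximal effect; plate controls were basal vehicle for no effect and high inhibitor control for full effect; nearly all actives have a fitted effect of over 50% in size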
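Test compounds were applied to CHO-M1 cells previously cultured for 16–30 h at 2000 per well. A small lithium amount accompanied them; after 30 min at 37C, IP1 was quantified by TR-FRET.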
SMN2 splice up – qHTS Assay for Enhancers of SMN2 Splice Variant Expression | HEK293 SMN2-luciferase splicing reporter, luminescence, 30-36 h | Potency, µM (titrated, usually from 46.1 µM), inactives show at the top dose activity change, positive = activation, hits mostly activators | 2.8% of 210,000 active; note: potency is the fitted concentration of half-maximal effect; % of control where 0% means no effect; nearly all actives have a fitted effect of over 55% in size
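qHTS luciferase splicing reporter: luminescence rises when SMN2 exon 7 is included in transfected HEK293 cells. Compound exposure lasted 30-36 h at 37C, with 4.5 mM final sodium butyrate as control, followed by a ONE-Glo read.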
LMNA splice mod – qHTS Assay for Modulators of Lamin A Splicing; 0.01% of 200,000 active; HeLa LMNA splicing GFP/RFP minigene ratio, 48 h; Potency, µM (top dose mostly 46.1 µM), for the others: top-dose ratio change, negative = inhibition, most hits filed as inhibitors; active = well fitted inhibition curve with a large enough effect in the signal ratio, with a control signal flat, not every such curve was filed as active; inconclusive = small, poorly fitted or top-dose-only effect, or effect the other way, or a change in a side signal; the % refers to the signal ratio; note: potency is the fitted concentration of half-maximal effect; % is set by controls: 0 for no effect and ±100 for the full control effect
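S3 HeLa cells stably expressing lamin A-EGFP splicing minigene plus DsRed2, 600 cells/well, 48 h compound exposure at 37C. Laser-scanning cytometry; analysed as GFP (500-530 nm)/RFP (575-640 nm) total intensity ratio; 0.5% DMSO vehicle.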
CBFb RUNX1 block – qHTS Assay for Compounds Blocking the Interaction Between CBF-beta and RUNX1 for the Treatment of Acute Myeloid Leukemia; AlphaScreen CBFb-His/RUNX1-biotin binding, biochemical; Potency, µM (doses to about 59.8 µM), without a hit: top-dose activity, negative = inhibition, most hits filed as inhibitors; AID 1477, 2009; 230,000 tested, under 10 active; Runt-related transcription factor 1 (Homo sapiens) + Core-binding factor subunit beta …; note: % of control where 0% means no effect
Target sequence (Q01196 whole entry, looked up): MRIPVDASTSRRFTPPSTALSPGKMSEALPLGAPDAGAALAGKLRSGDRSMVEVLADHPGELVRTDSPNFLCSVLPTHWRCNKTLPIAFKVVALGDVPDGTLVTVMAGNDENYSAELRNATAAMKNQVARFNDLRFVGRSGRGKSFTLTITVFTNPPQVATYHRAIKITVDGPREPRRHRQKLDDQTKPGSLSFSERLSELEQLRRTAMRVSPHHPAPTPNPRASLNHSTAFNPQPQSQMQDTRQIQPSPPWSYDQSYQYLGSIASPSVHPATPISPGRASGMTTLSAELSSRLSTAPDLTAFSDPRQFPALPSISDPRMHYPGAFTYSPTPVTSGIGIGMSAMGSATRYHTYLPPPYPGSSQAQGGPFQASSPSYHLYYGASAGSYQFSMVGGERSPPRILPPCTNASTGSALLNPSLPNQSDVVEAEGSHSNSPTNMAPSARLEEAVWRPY
Target sequence (Q13951 whole entry, looked up): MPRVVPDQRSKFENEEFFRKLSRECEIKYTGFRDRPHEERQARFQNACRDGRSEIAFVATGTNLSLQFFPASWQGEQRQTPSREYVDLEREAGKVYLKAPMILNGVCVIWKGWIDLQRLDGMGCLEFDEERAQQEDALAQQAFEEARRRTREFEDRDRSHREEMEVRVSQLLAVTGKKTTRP
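Room-temperature protein-protein interaction test with 30 nM each of His-tagged CBF-beta and biotinylated RUNX1, 15 min with compound, then 90 min with nickel plus streptavidin beads. Signal read in AlphaScreen mode.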
HTT aggregate – qHTS Multiplex Assay to Identify Dual Action Probes in a Cell Model of Huntington: Aggregate Formation (GFP); PC12 HttQ103-GFP aggregates, Acumen cytometry, 40 h; Potency, µM (top dose mostly 46.1 µM), for inactives: at the top dose activity change, negative = inhibition, usual class: inhibitors; 1.1% of 220,000 active; AID 1688, 2009; note: potency is the fitted concentration of half-maximal effect; % is set by controls: 0 for no effect and ±100 for the full control effect; nearly all actives have a fitted effect of over 60% in size
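Ecdysone-promoter PC12 model expressing HTT exon 1 Q103 fused to GFP, induced by tebufenozide at 100 nM final. Compounds titrated; aggregates sized 1–25 µm scored on a 488 nm laser cytometer.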
* marks the source's active call; other numbers are inactive results; ? = inconclusive; . = no result given; & = joins results of further samples; [ ] = another dose, or the depositor's remark. Unless noted, calls come from the whole dose curve; as a rule, active = well fitted curve in the direction sought with a large enough effect; inconclusive = small, poorly fitted or top-dose-only effect, or another doubt; inactive = no such curve, though single readings can be large; an effect the other way counts as inactive or inconclusive. Random draw from the library, and some 4% of all compounds hit somewhere here.

cpd	SMILES	HTT aggregate	CBFb RUNX1 block	LMNA splice mod	IMPase Li inh
1	CC(C)(C)NC(=O)CN(C(=O)Cn1nnc(-c2ccccc2F)n1)c1cccc2c1CCCC2	-7%	3%	9%	-3%[38.3 µM]
2	COc1cccc(NC(=O)c2cccc(OC)c2OC)c1	-16%	?	6%	19%[38.3 µM]
3	CC1=C(C(N)=O)C(c2ccc(C)o2)C(C(N)=O)=C(C)N1	3%	3%	14%	20%[38.3 µM]
4	Cc1csc2c(N(C)CCO)ncnc12	11%[9.22 µM]	-1%	.	.
5	O=C1Nc2cc(Cl)cnc2N2CCCC12 (configuration not stated)	-1%	-2%	-11%	-1%
6	CSc1cccc(NC(=S)N(CCN(C)C)C(C)c2ccncc2)c1 (configuration not stated)	-5%[9.22 µM]	12%	.	.
7	CCOc1ccccc1-n1c(COc2ccccc2)nnc1SCC(N)=O	3%	9%	-2%	26%[38.3 µM]
8	CCn1c(CNC(=O)c2cccs2)nnc1SCC(=O)Nc1cc(Cl)ccc1C	21%	4%	4%	-8%[38.3 µM]
9	COc1ccc(-c2csc(N(CC3CCCO3)C(=O)c3ccccc3)n2)cc1 (configuration not stated)	7%	7%	-21%[46 µM]	22%
10	CN1CCN(c2ccc(-c3ccc4ccccc4n3)cc2)CC1	10%	26%	?	-9%
11	CC1(C)CC(NC(=O)c2cccc3ccccc23)CC(C)(C)N1	23%[1.84 µM]	1%	1%	11%[38.3 µM]
12	C=CCn1c(SCc2nc3ccccc3nc2C)nnc1-c1ccoc1C	6%	3%	7%	32%[activator][38.3 µM]
13	Cc1ccc(C(=O)Nc2nc3ccc(S(C)(=O)=O)cc3s2)o1	14%	-1%	-7%	6%
14	C[Si](C)(C/C=C/CC[C@H](O)C1=CCCCC1=O)c1ccccc1	.	5%	.	20%
15	COC(=O)c1cc(OC)c(OC)cc1NC(=O)c1ccccc1C	5%	-4%	-6%[46 µM]	7%

cpd	KinaseGlo FLuc	SMN2 splice up	HTT cytoprotect
1	-4%	-25%	-59%[inhibitor]
2	-7%	16µM*	-41%
3	2%	-8%	-20%
4	.	.	-2%[10 µM]
5	-3%	1%	3%[10 µM]
6	.	.	10%[10 µM]
7	-2%	0%	-14%[10 µM]
8	-1%	-6%	0%
9	-1%	-10%	-14%
10	?	-65%[inhibitor]	-181%[inhibitor]
11	2%	9%	-17%
12	4%	-7%	10%
13	13µM*	4µM*	10%[1.9 µM]
14	-2%	2%	-26%
15	5%	11%	-24%

The closing 2 compounds of the section before lead into the next.
cpd	SMILES	HTT aggregate	CBFb RUNX1 block	LMNA splice mod	IMPase Li inh
14	C[Si](C)(C/C=C/CC[C@H](O)C1=CCCCC1=O)c1ccccc1	.	5%	.	20%
15	COC(=O)c1cc(OC)c(OC)cc1NC(=O)c1ccccc1C	5%	-4%	-6%[46 µM]	7%
16	COCc1cc(=O)[nH]c(Nc2nc(C)c3ccccc3n2)n1	-62%	2%	-6%	25%[38.3 µM]
17	COC(=O)C(C)n1nnc2sc(-c3ccccc3)cc2c1=O (configuration not stated)	16%	2%	.	5%
18	CCOC(Cn1ccc(=O)[nH]c1=O)OCC	-24%[9.22 µM]	9%	.	.
19	Nc1cc(C(=O)OCC(=O)NCc2ccco2)ccc1Cl	2%	-6%	6%	0%[38.3 µM]
20	COc1ccc(C(=O)NNC(=O)CSc2nnc(COc3ccc4ccccc4c3)n2C)cc1	10%	-2%	12%	-5%[38.3 µM]
21	COc1ccccc1NC(=O)Nc1ncccc1C	3%	-3%	1%	4%[38.3 µM]
22	Fc1ccc(Nc2nc(-c3cccnc3)cs2)cc1	12%[9.22 µM]	-1%	4%[46 µM]	8%
23	C=CCNC(=O)C1CCCN(S(C)(=O)=O)C1 (configuration not stated)	11%	1%	2%	4%[38.3 µM]
24	Nn1c(SCc2ccc(F)cc2)nnc1-c1cccnc1	-13%[9.22 µM]	6%	.	.
25	COc1ccc(OCC(=O)N2CCN(S(=O)(=O)c3ccccc3[N+](=O)[O-])CC2)cc1	1%	12%	.	1%
26	C=CCOC(=O)C1C(=O)CC(C)(O)C(C(=O)OCC=C)C1c1ccc(N(C)C)cc1 (configuration not stated)	-2%	-6%	.	6%
27	COc1ccc2ccccc2c1CNC(=O)CC1C(=O)NCCN1CC(C)(C)C (configuration not stated)	?	-4%	.	.
28	CN(C)c1cccc(C(=O)NNC(=O)NC2CCCCC2)c1	?	3%	-9%	.
29	O=C(/C=C\c1ccc(O)c(O)c1)O[C@@H](Cc1ccc(O)c(O)c1)C(=O)O	.	-21%[21.7 µM]	.	20%
30	O=C(O)CCCCCNC(=O)c1ccc(C(=O)NCCCCCC(=O)O)cc1	-10%[9.22 µM]	12%	.	.

cpd	KinaseGlo FLuc	SMN2 splice up	HTT cytoprotect
14	-2%	2%	-26%
15	5%	11%	-24%
16	18%	-27%	-22%
17	-2%	25%&-6%	-64%[inhibitor]
18	.	.	25%[10 µM]
19	-1%	-4%	13%[10 µM]
20	2%	9%	13%
21	0%	5%	5%
22	3%	13µM*	10%[10 µM]
23	1%	2%	11%
24	.	.	-9%[10 µM]
25	-1%	-4%	.
26	-7%	-45%[inhibitor]	-41%[inhibitor]
27	.	.	-12%[10 µM]
28	.	.	8%[10 µM]
29	4%	.	-1%
30	.	.	6%[10 µM]

The results go on:
cpd	SMILES	HTT aggregate	CBFb RUNX1 block	LMNA splice mod	IMPase Li inh
31	Cc1ccc(-c2[nH]n3c(=O)c4c(nc3c2C)CCCC4)cc1	0%	-4%	12%	-3%[38.3 µM]
32	CCC(COC)NCc1cn(-c2ccc(OC)cc2)nc1-c1cccc(F)c1 (configuration not stated)	-11%[9.22 µM]	-1%	.	2%
33	Cc1ccc(C(=O)N2CCN(c3ccc(NC(=O)c4cccnc4)cc3)CC2)cc1	?	-4%	-25%	31%[activator][38.3 µM]
34	CSc1nc(C)cc(-n2cc(F)c(=O)[nH]c2=O)n1	-30%	8%	1%	-2%[38.3 µM]
35	CCOC(=O)C1=C(C)OC(N)=C(C#N)C1c1c(C)nn(-c2ccccc2)c1Cl (configuration not stated)	7%	-1%	-14%	3%
36	CCCCC(=O)N/N=C(\C)CC(=O)Nc1ccccc1Br	12%	3%	7%	-1%
37	Cc1nn(-c2ccccc2)cc1C(c1c(N)[nH]c(=S)[nH]c1=O)c1c(N)[nH]c(=S)[nH]c1=O	-8%[9.22 µM]	4%	.	-4%
38	CCn1cc(C(=O)OCC(=O)N2C(C)CCCC2C)c(=O)c2ccc(C)nc21 (configuration not stated)	8%	5%	.	-7%
39	COc1ccc(S(=O)(=O)N2CCOCC2)cc1OC	6%	-1%	-5%	7%
40	Cc1ccc(NC(=S)N2CCCC(c3ccccc3)=N2)cc1	-2%[9.22 µM]	12%	-11%[46 µM]	.
41	O=[N+]([O-])c1ccc(NCCNc2ccc(Cl)nn2)cc1	0%	-3%	-5%	23%[38.3 µM]
42	O=S(=O)(NC1CCCC1)c1ccc(S(=O)(=O)N2CCCN(Cc3ccccc3)C2)cc1	-1%[9.22 µM]	4%	-5%	4%[38.3 µM]
43	CN(C)c1ccc(N=Nc2ccc(S(=O)(=O)O)cc2)c2ccccc12	-22%	.	.	2%
44	CCOC(=O)CC(c1ccc([N+](=O)[O-])cc1)n1c(C)ccc1C (configuration not stated)	28%	-10%	?	8%
45	COC(=O)c1ccc(-c2nc3ccccc3[nH]2)cc1	-15%	20%	?	-6%

cpd	KinaseGlo FLuc	SMN2 splice up	HTT cytoprotect
31	-7%	21%	-26%[10 µM]
32	1%	.	-20%[10 µM]
33	1%	-22%	-2%
34	-1%	-22%	2%
35	1%	7%	-7%[10 µM]
36	-5%	9%	.
37	2%	.	-4%[10 µM]
38	0%	17%	12%
39	-4%	5%	.
40	.	.	0%[10 µM]
41	-3%	-7%	-19%
42	-1%	8%	-25%
43	-10%	6%	-12%
44	3%	-4%	-34%[inhibitor]
45	?	8.9µM*	.

Results in sequence from above.
KinaseGlo FLuc for nos. 7 to 13 → -2%, -1%, -1%, ?, 2%, 4%, 13µM*

The listing continues.
cpd	SMILES	HTT aggregate	CBFb RUNX1 block	LMNA splice mod	IMPase Li inh
46	CC(Sc1nc(-c2ccccc2)cc(C(F)(F)F)n1)C(=O)N1CCCCC1 (configuration not stated)	-13%	11%	6%	6%[38.3 µM]
47	Cc1cc(C(=O)Nc2cccc(/C=C/C(=O)O)c2)c(C)o1	31%	-2%	10%	-7%[38.3 µM]
48	O=S(=O)(Cc1ccc(Cl)cc1)N1CCCC1	-25%	-3%	3%	5%[38.3 µM]
49	O=C(CCS(=O)CCC(=O)NCc1ccccc1)NCc1ccccc1	?	-2%	9%	-1%[38.3 µM]
50	Cn1c(C(=O)O)c(CC(=O)NCc2cccnc2)c2ccccc21	1%	-23%	5%	-11%[38.3 µM]

cpd	KinaseGlo FLuc	SMN2 splice up	HTT cytoprotect
46	-2%	-33%[inhibitor]	-26%
47	-13%	8%	-32%
48	2%	-6%	26%
49	2%	1%	-1%
50	0%	15%	6%

Some entries already given with just HTT cytoprotect, KinaseGlo FLuc and LMNA splice mod:
| nr | smiles | HTT cytoprotect | KinaseGlo FLuc | LMNA splice mod |
| --- | --- | --- | --- | --- |
| 47 | Cc1cc(C(=O)Nc2cccc(/C=C/C(=O)O)c2)c(C)o1 | -32% | -13% | 10% |
| 48 | O=S(=O)(Cc1ccc(Cl)cc1)N1CCCC1 | 26% | 2% | 3% |
| 49 | O=C(CCS(=O)CCC(=O)NCc1ccccc1)NCc1ccccc1 | -1% | 2% | 9% |

3 compounds already listed, arranged by number of heavy atoms, high to low:
cpd	SMILES	HTT aggregate	CBFb RUNX1 block	LMNA splice mod	IMPase Li inh
46	CC(Sc1nc(-c2ccccc2)cc(C(F)(F)F)n1)C(=O)N1CCCCC1 (configuration not stated)	-13%	11%	6%	6%[38.3 µM]
50	Cn1c(C(=O)O)c(CC(=O)NCc2cccnc2)c2ccccc21	1%	-23%	5%	-11%[38.3 µM]
45	COC(=O)c1ccc(-c2nc3ccccc3[nH]2)cc1	-15%	20%	?	-6%

cpd	KinaseGlo FLuc	SMN2 splice up	HTT cytoprotect
46	-2%	-33%[inhibitor]	-26%
50	0%	15%	6%
45	?	8.9µM*	.
